# Screens (PubChem BioAssay)
# FEN1 inhibitor: blocks human flap endonuclease 1; Recombinant FEN1 flap cleavage, fluorescence, 15 min; actives 0.35% (n = 390,000); Potency, µM (series often up to 114 µM), inactives show at the top dose activity change, negative = inhibition, actives largely listed as inhibitors; further: nearly all actives have a fitted effect of over 65% in size
# Target sequence (P39748 whole entry, looked up): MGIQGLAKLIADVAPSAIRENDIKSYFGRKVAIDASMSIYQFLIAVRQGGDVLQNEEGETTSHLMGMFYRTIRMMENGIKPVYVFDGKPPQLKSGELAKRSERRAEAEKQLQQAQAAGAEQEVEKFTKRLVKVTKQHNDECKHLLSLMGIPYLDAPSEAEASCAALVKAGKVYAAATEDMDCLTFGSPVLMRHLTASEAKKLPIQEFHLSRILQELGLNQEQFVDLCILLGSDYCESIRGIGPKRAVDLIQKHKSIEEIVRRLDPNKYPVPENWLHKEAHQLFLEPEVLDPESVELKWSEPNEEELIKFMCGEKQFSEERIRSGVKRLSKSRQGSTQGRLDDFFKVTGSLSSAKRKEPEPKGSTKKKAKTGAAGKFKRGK
#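 In this screen, 50 nM flap DNA substrate was added to 10 nM FEN1 pretreated with compound for 15 min at room temperature; cleavage was followed with reads at 0 and 15 min, and Hill fitting gave concentration–response parameters.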
# TDP1 inh: TDP1 (human) enzyme inhibition; Q9NUW8; recombinant TDP1, AlphaScreen DNA substrate cleavage; Potency, µM (doses to about 130 µM), for the others: at the top dose activity change, negative = inhibition, actives largely listed as inhibitors; AID 485290; actives 0.28% (n = 350,000); further: nearly all actives have a fitted effect of over 40% in size
# Target sequence (Q9NUW8 whole entry, looked up): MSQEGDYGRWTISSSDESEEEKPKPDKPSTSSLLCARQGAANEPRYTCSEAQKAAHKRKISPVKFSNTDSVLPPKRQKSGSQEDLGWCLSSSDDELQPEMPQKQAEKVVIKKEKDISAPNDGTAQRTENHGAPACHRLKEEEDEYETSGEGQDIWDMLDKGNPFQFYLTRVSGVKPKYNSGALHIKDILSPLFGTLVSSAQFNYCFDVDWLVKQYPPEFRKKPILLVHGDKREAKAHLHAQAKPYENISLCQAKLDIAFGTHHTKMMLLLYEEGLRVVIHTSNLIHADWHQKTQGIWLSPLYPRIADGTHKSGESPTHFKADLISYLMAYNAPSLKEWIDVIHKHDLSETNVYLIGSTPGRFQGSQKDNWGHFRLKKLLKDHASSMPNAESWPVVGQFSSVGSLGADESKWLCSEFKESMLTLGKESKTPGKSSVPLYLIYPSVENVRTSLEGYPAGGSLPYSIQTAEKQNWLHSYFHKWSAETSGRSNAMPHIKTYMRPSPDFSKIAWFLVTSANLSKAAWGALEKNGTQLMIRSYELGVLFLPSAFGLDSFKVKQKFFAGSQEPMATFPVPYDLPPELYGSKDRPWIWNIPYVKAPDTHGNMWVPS
#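 Recombinant human Tdp1 (E. coli-expressed, 1 nM final) preincubated with compounds 15 min at room temperature, then 5'-biotin/3'-phosphotyrosine-FITC DNA substrate (15 nM final) added for 5 min. AlphaScreen beads (10 ug/ml final) added 10 min; cleavage lowers signal.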
# N370S GC mod: inhibitors or activators of N370S glucocerebrosidase for Gaucher disease. actives 0.092% (n = 330,000). AID 2101. N370S GC spleen homogenate, 4MU-glucoside fluorescence. Potency, µM (highest dose often 59.4 µM), for inactives: at the highest dose activity change, negative = inhibition, hits mostly inhibitors;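 further: 0% = full enzyme activity and -100% = no enzyme basal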
# Starred values were filed as active, the others as inactive; ? = inconclusive; . = not tested or not shown; & = joins results of further samples; [ ] = dose if it differs, or a comment. The call rests on the fitted dose curve; in most records, active means well fitted curve in the direction sought with a large enough effect; inconclusive means small, poorly fitted or top-dose-only effect, or another doubt; inactive means no such curve, though single readings can be large; an effect the other way counts as inactive or inconclusive. Unless noted, on the % scale 0 is the no-effect control and ±100 the full control effect; potency means the concentration at half of the fitted maximal effect.
FEN1 inhibitor,TDP1 inh,N370S GC mod,mol
0%,-2%,-1%,CO/N=C/NC(=O)c1cn(-c2ccc(F)cc2)c(=O)c2ccccc12
-11%,-6%,1%,FCCCOc1ccc(-c2nccc(-c3ccc(F)cc3)n2)cc1
-1%,-5%,-5%,COc1ccccc1C(=O)ON=C1c2ccccc2-c2ccccc21
-5%,3%[56.1 µM],-7%,Cc1ccc(N2CC(C(=O)Nc3nc4ccc(S(C)(=O)=O)cc4s3)CC2=O)cc1 (stereo not given)
-17%,3%,6%,Cc1ccc(NC(=O)CCCC2CCCCC2)c(O)c1
-23%,8%,.,COc1ccc(CCNC(=O)c2c(Nc3ccccc3C)sc(C(=O)c3ccccc3)c2N)cc1OC
3%,.,2%,CC(=O)O[C@]1(C(C)=O)CC[C@H]2[C@@H]3C=C(C)C4=CC(=O)CC[C@@H]4[C@H]3CC[C@@]21C
-4%,.,?,CCOCCCNC(=O)c1cc2c(=O)n3cccc(C)c3nc2s1

# As a working copy, 4 of the compounds above:
FEN1 inhibitor,TDP1 inh,N370S GC mod,mol
-17%,3%,6%,Cc1ccc(NC(=O)CCCC2CCCCC2)c(O)c1
-23%,8%,.,COc1ccc(CCNC(=O)c2c(Nc3ccccc3C)sc(C(=O)c3ccccc3)c2N)cc1OC
3%,.,2%,CC(=O)O[C@]1(C(C)=O)CC[C@H]2[C@@H]3C=C(C)C4=CC(=O)CC[C@@H]4[C@H]3CC[C@@]21C
-4%,.,?,CCOCCCNC(=O)c1cc2c(=O)n3cccc(C)c3nc2s1

# Next structures.
FEN1 inhibitor,TDP1 inh,N370S GC mod,mol
-9%,0%,-8%,CCCCn1cc(S(=O)(=O)c2ccccc2)c(=O)c2cc(C)ccc21
-2%,.,1%,CC(=O)c1cc2c(cc1NC(=O)Cn1nc(-c3ccc(C)cc3)ccc1=O)OCO2
-10%,5%,-8%,COc1ccc(C(CC(=O)c2ccc(C)cc2)Nc2ccc([N+](=O)[O-])cc2)cc1 (stereo not given)
0%,2%,3%,O=C(COc1ccc(F)cc1)NCC1CCCO1 (stereo not given)
9%,-3%,-17%,COc1ccc(C(c2nnnn2C2CCCC2)N2CCN(C3CCCC3)CC2)cc1OC (stereo not given)
3%,2%,-14%,Cc1cc2cc(CCNC(=O)CC(C)(C)C)c(=O)[nH]c2cc1C
-3%,2%,-3%,COc1ccc(-n2cc(-c3ccc(OC(F)F)cc3)[n+]3c2CCCCC3)cc1
-10%,-8%,1%,CC(=O)c1cccc(NC(=O)CCc2nnc3ccc(NCc4ccc5c(c4)OCO5)nn23)c1

# Rewritten field by field: 4 of the compounds above
CC(=O)c1cc2c(cc1NC(=O)Cn1nc(-c3ccc(C)cc3)ccc1=O)OCO2
  FEN1 inhibitor = -2% | TDP1 inh = . | N370S GC mod = 1%

COc1ccc(C(CC(=O)c2ccc(C)cc2)Nc2ccc([N+](=O)[O-])cc2)cc1 (stereo not given)
  FEN1 inhibitor = -10% | TDP1 inh = 5% | N370S GC mod = -8%

O=C(COc1ccc(F)cc1)NCC1CCCO1 (stereo not given)
  FEN1 inhibitor = 0% | TDP1 inh = 2% | N370S GC mod = 3%

COc1ccc(C(c2nnnn2C2CCCC2)N2CCN(C3CCCC3)CC2)cc1OC (stereo not given)
  FEN1 inhibitor = 9% | TDP1 inh = -3% | N370S GC mod = -17%

# Continuation.
FEN1 inhibitor,TDP1 inh,N370S GC mod,mol
3%,4%,9%,Cc1nn(-c2ccccc2)c2sc(C(=O)O)cc12
-8%,0%,-2%,Cc1nnc(SCC(=O)Nc2nccs2)n1C(C)C
-8%,-2%,.,COc1ccccc1NC(=O)C1CCN(c2cnccn2)CC1
?,5%,4%,O=c1cc(-c2ccccc2)oc2ccc(O)cc12
0%,-5%,21%,COc1cc(OC)cc(C(=O)NC2CC3CCC(C2)N3Cc2ccco2)c1 (stereo not given)
-13%,6%,5%,c1coc(-c2nc3c([nH]2)CCc2nonc2-3)c1
.,6%,-26%,CC(C)C[C@@H](CC(=O)N[C@@H](CCC(=O)O)CC(=O)O)NC(=O)[C@@H]1CCCC[C@H]1NC(=O)C[C@H](CCCN)NC(=O)C[C@H](Cc1ccccc1)NC(=O)[C@@H]1CCCC[C@H]1N
-13%,-3%,4%,CCCCn1cnc2cc(NCc3ccncc3)ccc21
-22%,-3%,-3%,CCNc1ccc(C(=O)OCC)cc1NC(=O)c1cccc(S(=O)(=O)N(C)c2ccccc2)c1
0%,.,-5%,Cc1nc(N)nc(N/N=C/c2c(F)cccc2Cl)n1
-5%,2%,9%,O=c1oc2ccccc2cc1-c1csc(NN=C2CCCC2)n1
-2%,4%,0%,CC(C)(C)[C@@H]1C=C(C(=O)NC2CC2)O[C@H](OCc2ccc(CO)cc2)C1
-12%,7%,-9%,Cc1cccc(C(=O)Nc2onc(C)c2C#N)c1
7%[57.1 µM],4%&6%&-4%[56.1 µM],-4%&1%&-3%&-4%,O=C(O)c1cccnc1C(=O)O
-14%,0%,.,COc1ccc(C2C=C(c3ccccc3)Nc3nc(NS(=O)(=O)c4ccccc4)nn32)cc1 (stereo not given)
1%&-3%,.,-16%,C[C@@H](CN=[N+]=[N-])CN1CC[C@H](NC(=O)OCc2ccccc2)CCC1=O
-1%,1%[56.1 µM],.,NCCC(=O)NC[C@H]1O[C@@H](n2cnc3c(N)ncnc32)[C@H](O)[C@@H]1O
-5%,1%,2%,COc1ccc(S(=O)(=O)N2CCOCC2)c2ccccc12
-5%,.,6%,COc1ccc(C2/C(=C(/O)c3ccccc3)C(=O)C(=O)N2CO)cc1 (stereo not given)
-17%,0%[12.3 µM],.,CCOc1ccc(NC(=O)/C(C#N)=C\c2ccc(-c3ccc(Cl)cc3)o2)cc1
?,6%,1%,COc1cc(Cl)c(C)cc1NC(=O)CSc1nnc(-c2ccco2)n1CC(C)C
-7%,15%,.,Cc1cc(C)n(-c2nc3ccccc3nc2Nc2ccc(N(C)C)cc2)n1
-3%,.,-13%,Cc1nc(C)c(-c2nnc(-c3cccc(S(=O)(=O)N(C)C)c3)o2)cc1C(=O)NN
-17%,2%,6%,O=C(COc1ccccc1)N1c2ccccc2Sc2ccccc21
5%,-1%,.,Cc1cc(=O)[nH]c(SCC(=O)N2CCN(C(=O)c3ccco3)CC2)n1
-17%,0%,1%,Cc1cc(=O)oc2c(C)c(OCC(=O)NC3CC(C)(C)NC(C)(C)C3)ccc12
-8%,5%,-7%,CCCC(=O)OCC(=O)Nc1cc(C(C)(C)C)nn1-c1ccccc1
19%,0%,7%,CC(=O)Nc1ccc(-c2csc(NNC(=O)c3ccccc3)n2)cc1
0%,4%,4%,COCC(=O)Nc1cc(C(=O)Nc2ccccc2C)ccc1Cl
3%,-1%,-15%,CC(C)(C)NC(=O)C(c1ccccc1)N(C(=O)c1ccco1)C1CC1 (stereo not given)
-10%,.,12%,COP(=O)(OC)c1nc(-c2ccc(C)cc2)oc1N1CCCCC1
-13%,4%,4%,CC(=O)c1ccc2c(c1)OCCOCCOc1ccc(C(C)=O)cc1OCCOCCO2
-21%,9%,5%,CCOC(=O)c1c(N)sc2c1CCN(Cc1ccccc1)C2
-2%,3%,.,Cc1ccc(C)c(N2CCN(CCCNC(=O)c3ccc4nc(C(C)C)oc4c3)CC2)c1
0%,.,0%,COc1ccccc1-n1c(C)c(C(C)=O)c2cc(O)ccc21
0%,3%,-5%,CC(=O)N(c1ccccc1Cl)S(=O)(=O)c1ccc(Cl)cc1
7%,3%,0%,COc1ccccc1CNC(=O)COc1ccc(C)cc1
12%,4%,15%,CCOC(=O)N1CCN(C(=O)C2CCCN(c3nc4ccc(OCC)cc4s3)C2)CC1 (stereo not given)
-11%,4%,-3%,CC(NS(=O)(=O)c1ccc(OCC(=O)NCc2ccccn2)cc1)c1ccccc1 (stereo not given)
2%,.,-6%,O=C(CN1CCN(C(=O)c2ccco2)CC1)Nc1ccc(Br)cc1
2%,.,0%,COc1ccc(/C=C(/NC(=O)c2cccs2)C(=O)NC(C)(C)C)cc1OC
-7%,3%,27%,O=C(NCCCN1CCOCC1)c1ccc(S(=O)(=O)N2CCOCC2)cc1
-13%,-3%,-2%,O=C(COC(=O)Cc1n[nH]c(=O)c2ccccc12)Nc1ccc(Cl)cc1F
-5%,-6%,-16%,CCC1=NC(c2ccccc2Cl)N(O)C1(C)C (stereo not given)
1%,.,2%,CN(C)c1nc2c(c(=O)[nH]c(=O)n2C)n1CCCc1ccccc1
-1%,2%,-27%,O=C(N/N=C1\C2CN3CCN(C2)CC1(c1ccccc1)C3)Nc1ccccc1
6%,5%,-7%,O=C1CC(/C=C/c2ccc(Cl)cc2)=Nc2ccccc2N1
-12%,-3%,2%[12.8 µM],O=C(NC1CCCC1)C(c1ccc(F)cc1)N(Cc1ccc(F)cc1)C(=O)c1ccn[nH]1 (stereo not given)
-14%,1%,.,CC1CCN(S(=O)(=O)c2cc(C(=O)NCc3ccc(F)cc3)n(C)c2)CC1
.,5%[21 µM],-7%[12.8 µM],CC(O)CCCCCCC/C=C/C=C/C(N)=O (stereo not given)
-5%,-2%,9%,Cc1ccc(N(C(C)C(=O)Nc2cc(Cl)ccc2Oc2ccccc2)S(C)(=O)=O)cc1 (stereo not given)
8%,2%,-1%,CC(C)C(=O)Nc1cccc(C(=O)NCCc2ccc(S(N)(=O)=O)cc2)c1
-15%,-2%,12%,O=C(O)c1ccc(F)c(S(=O)(=O)Nc2ccccc2Cl)c1
10%,.,4%,O=C(N/N=C/c1cc2ccccc2[nH]1)c1ccccc1Cl
1%,0%,-9%,COc1ccc(/C(O)=C2\C(=O)C(=O)N(CCN(C)C)C2c2cccc(OC)c2OC)cc1 (stereo not given)
0%&2%,0%&10%,19%,COc1ccccc1C(=O)n1nc(-c2cccnc2)nc1NCc1ccccc1

# Carrying on.
FEN1 inhibitor,TDP1 inh,N370S GC mod,mol
-11%,0%,.,O=C(NCc1cccnc1)/C(=C/c1ccc([N+](=O)[O-])cc1)NC(=O)c1ccccc1
2%,.,7%,O=C(NNS(=O)(=O)c1ccc(F)cc1)c1ccccc1O
-1%,-7%,7%,CCC(C)(C)NC(=O)CN(Cc1cccs1)C(=O)CNS(=O)(=O)c1ccc(C)cc1
1%,9%,.,COc1ccc(CCNC(=O)c2ccc3c(c2)nc(C)n3-c2ccc(Br)cc2)cc1OC
7%,-3%,-19%,CN(C)S(=O)(=O)Nc1cc(F)cc(F)c1
6%,5%,1%,Cc1cc(C)n(CCC(=O)N2CCN(S(=O)(=O)c3ccccc3)CC2)n1
-2%,2%,-6%,CCn1c(=O)c2sccc2n(CC(=O)NCCC2=CCCCC2)c1=O
-6%,.,-1%,O=C(O)CC1(CC(=O)NCc2cccc(Cl)c2)CCCCC1
-1%,2%,3%,O=C(Cc1cccc2ccccc12)Nc1nc(-c2cccc([N+](=O)[O-])c2)cs1
-4%,1%,.,CCCCN(C(=O)Nc1ccccc1)C1CCS(=O)(=O)C1 (stereo not given)
?,?,-9%,CCn1cc(C(=O)O)c(=O)c2cc(F)c(N3CCN(S(=O)(=O)c4ccc(NC(=O)OC)cc4)CC3)cc21
4%,0%,-1%,Cc1nc(-c2cccc(S(=O)(=O)N3CCOCC3)c2)cs1
-16%,-14%,22%,O=C(NCc1ccco1)C1CCCN(c2nnc(-n3cccc3)s2)C1 (stereo not given)
-14%,-4%,.,O=C(COC(=O)c1ccc(Cl)c(S(=O)(=O)N2CCCCC2)c1)NCC1CCCCC1
-13%,4%,-7%,Cc1ccc(C(=O)Nc2cccc(C(=O)N3CCOCC3)c2)cc1
-3%,0%,-1%[2.35 µM],CC(C)CNC(=O)CSc1nnc(-c2ccccn2)n1Cc1ccccc1
-4%,5%,-2%,CN(Cc1nc2ccccc2[nH]1)C(=O)C1CCC(=O)N(C2CCCC2)C1 (stereo not given)
-14%,-3%,17%,CCCCOC(=O)C1=C(C)NC(=O)NC1c1ccc([N+](=O)[O-])s1 (stereo not given)
4%,0%,.,COc1ccc(CC(=O)NNC(=O)COc2ccc(F)cc2)cc1S(=O)(=O)N1CCOCC1
-4%,.,-12%,O=C(CCC(=O)Nc1cccc(C(F)(F)F)c1)NCC1CCCO1 (stereo not given)
20%,2%,.,COc1ccc2c(c1)CC(C(=O)N1CCC(C(N)=O)CC1)CO2 (stereo not given)
-1%,1%,6%,CCCc1nc(-c2cc3cc(C)ccc3[nH]c2=O)no1
1%,5%,.,CCOC(=O)C1CCN(c2ncnc3c2c(-c2ccccc2)cn3-c2ccc(C)c(Cl)c2)CC1
-15%,2%,-2%,O=C(Cn1cc(C(=O)c2ccco2)c2ccccc21)NCc1ccco1
-6%,1%,0%,CC(=O)Nc1cc(S(=O)(=O)Nc2ccccc2)c(C)cc1C
-16%,3%[56.1 µM],-6%,O=C(NCCCN1CCOCC1)c1cc(-c2ccc(Cl)cc2)on1
22%,-1%,?,COc1cc2ccc(=O)oc2cc1O
5%,2%,4%,COc1ccc(NC(C)=O)cc1NC(C)C(=O)Nc1ccc(F)cc1 (stereo not given)
-5%,9%,2%,COc1cccc(CCNc2ccc(N3C(=O)CC(C)C3=O)cc2[N+](=O)[O-])c1 (stereo not given)
-3%,5%,-10%,C/C(O)=C/c1nc2ccccc2[nH]c1=O
-1%&-16%,6%,-3%,CC(=O)Nc1cc(NC(C)=O)cc(-c2nc3ccccc3[nH]2)c1

# Random draw from the library; 0.53% or so of the library scored in one or more.
